Screens from PubChem.
Pf Dd2 inh – blocks in vitro growth of P. falciparum Dd2. P. falciparum Dd2 growth, SYBR Green, 72 h. Potency, µM (highest dose often 28.9 µM), inactives show at the highest dose activity, negative = inhibition, hits mostly inhibitors. AID 1347417. 4.3% of 120,000 active; active = well fitted inhibition curve with a large enough effect; inconclusive = small, poorly fitted or top-dose-only effect; inactive = no such curve, though single readings can be large or run the other way;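 also: plate controls were DMSO vehicle for no effect and reference drug for full effect; nearly all actives have a fitted effect of over 65% in size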
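Readout: SYBR Green fluorescence, 485 nm excitation, 535 nm emission, after ~16 h lysis at 37C. Before that, Dd2-infected red cells (2.5% hematocrit) grew 72 h with compound, 29 uM top final concentration.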
An asterisk follows results filed as active; i = inactive; ? = inconclusive; & = joins results of further samples; [ ] = dose if it differs, or a comment. Potency is read from the fitted curve at half-maximal effect.

SMILES	Pf Dd2 inh
COc1ccc(NC(=O)[C@H](Cc2ccccc2)N2Cc3ccccc3C2=O)cc1OC	i
O=S(=O)(NC[C@H]1C[C@@H]2CCN1C[C@@H]2CN1CCOCC1)c1ccc(Cl)cc1	-16%[44.1 µM]
Cc1csc(NC(=O)C2CC(=O)N(c3n[nH]c4ccccc34)C2)n1 (stereo not given)	i
Cc1ccc(C)c(N2CCN(C(=O)CN3C(=O)CSc4c3c(C)nn4-c3ccccc3)CC2)c1	i
COc1cccc(-c2cc(C(F)(F)F)nc(-n3nc(C)c(Br)c3C)n2)c1	?
C=CCc1ccccc1OCCN(C)Cc1ccccc1C(=O)O	5%
CN1[C@@H](CCC(=O)NCc2ccco2)CNC(=O)[C@@H]2[C@H]1CCN2Cc1ccc(C(=O)O)cc1	1%
Brc1ccc(CN2CCc3nc(N4CCN(c5ncccn5)CC4)ncc3C2)cc1	?
N#Cc1ccc(C(=O)N2C[C@@H](CO)[C@H](c3ccccn3)C2)cc1	50%[activator]
CCOC(=O)c1sc(NC(=O)C[C@H]2NC(=O)c3ccccc3NC2=O)nc1C	?
Cc1ccc2[nH]cc(S(=O)(=O)c3ccc(C)c(C)c3)c(=O)c2c1	44%
CCC(NC(=O)Nc1cc(Cl)ccc1OC)c1c(-n2cccc2)sc2c1CCN(C)C2 (stereo not given)	?
CNC(=O)c1cnn2c1CN([S+](=O)([O-])c1cccc(OC)c1)CC2	-2%
CS(=O)(=O)N1CCCCC1CCNc1nccc(-c2cccnc2)n1 (stereo not given)	?
O=C(NCCc1ccccn1)c1nc(-c2ccccc2)cc2[nH]ccc12	?
CCn1c(=O)c2c(cc(C)n2C)n(CC(=O)Nc2ccc(OC)c(Cl)c2)c1=O	i
Cc1cccc(-n2c(=O)c3c4c(sc3n3c(C)nnc23)CCCC4)c1	15%
COc1ccccc1-c1nc2nccc(-c3cc(OC)c(OC)c(OC)c3)n2n1	?
COc1ccc(CNC(=O)CCC(=O)N2CC3CCCN3c3ccccc32)c(OC)c1 (stereo not given)	-16%
CCN(CC)c1cc(CCC(=O)NCCN2CCCCCC2)ccn1	3.5µM*
CC(C)C[C@@H]1N[C@H](C(=O)N2CCN(c3ncccn3)CC2)Cc2c[nH]c3cccc1c23	?
CC1(COCC2CC2)COc2ccc(C(=O)Nc3ccc(Cl)cc3)cc2N1 (stereo not given)	?
COc1ccc(-c2nn(CC(=O)Nc3ccccc3F)c3c2cnc2ccc(F)cc23)cc1	i
COc1ccc(-c2c3c(=O)n(C)c(=O)n(C)c3cn2-c2cccc(N)c2)cc1	?
O=S(=O)(Cc1ccccc1)NC[C@H]1Cn2cc(-c3ccccc3)nc2CO1	i
N#Cc1cccc(CN2CCCCC23Cc2ccccc2CNC3=O)c1 (stereo not given)	?
Cc1oc(C(O)c2ccccc2F)nc1C(=O)Nc1ccc(C(=O)Nc2ccccc2)cc1 (stereo not given)	?
Cc1ccc(CN2CCCOCCNC(=O)CC2)o1	52%[activator]
COc1cccc(CCC(=O)Nc2ccc3ncnc(N4CCCC4)c3c2)c1	-11%
O=C(NC1CCN(c2cc(-c3ccccc3)[nH]n2)CC1)c1ccc(F)c(Cl)c1	i
CC(=O)c1ccc(N2CCN(C(=O)C3CCN(S(=O)(=O)c4cccc5nonc45)CC3)CC2)cc1	?
O=C(CN1CCOC1=O)N1CCn2nc(C(O)Cc3ccccc3)cc2C1 (stereo not given)	-8%
COc1ccc(-c2nc(C)nc3c2CN(C(=O)c2ccc(C)cc2)CC3)cc1	-13%
CCCc1nc2ccccc2n2c(-c3cccc(C)c3)c3c(=O)n(C)c(=O)n(C)c3c12	4%
CCC1CN(C(=O)Nc2cccc3c2CCCC3)c2cc(C)ccc2O1 (stereo not given)	?
CCc1cccc(NS(=O)(=O)c2cc(-c3cnc(C)o3)ccc2OC)c1	?
Cc1ccc(-c2ncc(C(=O)O)c(-c3ccncc3)n2)cc1	-19%
CC(=O)Nc1ccc(NC(=O)C2CC(=O)N(c3n[nH]c4cccc(F)c34)C2)cc1 (stereo not given)	10%
COCCOCC(=O)N1CCCN(Cc2ccncc2)C(c2ccccc2)CC(=O)NCC1 (stereo not given)	?
COc1cccc(CCC(=O)N2CCc3nn(CC4CC4)c(=O)n3CC2)c1	i
COc1ccc(/C=C/C(=O)Nc2ccc(C)cc2)cc1	-29%
C=C[C@H]1CN2CC[C@H]1C[C@@H]2CNC(=O)c1cccnc1SC	?
CC(c1ccon1)N(C)C(=O)c1cc(CN2CCC(Cc3ccccc3)CC2)on1 (stereo not given)	?
CCn1cc(S(=O)(=O)N2CCn3c(nn(CC4CC4)c3=O)C2)cn1	-7%
COc1cccc(-n2cc(C(=O)NCCc3ccc(C)cc3)c3ccccc3c2=O)c1	-29%
CN(C)C(=O)C1CN(c2cccc(Cl)c2)C(=O)N1 (stereo not given)	-1%&2%[44.1 µM]
CCc1cccc(NC(=O)C2CCN(S(=O)(=O)c3ccc(Br)s3)CC2)c1	?
CCc1ccccc1NC(=O)C(=O)NCC(c1cccnc1)N1CCN(c2ccccc2F)CC1 (stereo not given)	?
O=C(NCCc1ccccc1)c1ccc2nccn2c1	-12%[44.1 µM]
CCOc1ccccc1CNC(=O)c1[nH]c2ccccc2c1Sc1ccccc1	?
COc1cccc(NC(=O)c2c(-c3ccc(C)cc3)nnc3ccccc23)c1	?
O=C(NC1CC1)c1ccccc1OC1CN(Cc2ccc(C(F)(F)F)cc2)C1	?
Cc1cccc2nc(C(=O)N3CCC(n4cc(C(C)(C)O)nn4)CC3)cn12	1%
CN(C)C[C@@H]1CN(c2ncccn2)C[C@H]1NS(=O)(=O)Cc1ccc(F)cc1	?
CCOc1ccccc1C(=O)NCc1nnc2cc(-c3nc(C(C)C)no3)ccn12	?
Cc1ccc(C(=O)N2[C@H]3CC[C@@H]2c2cnc(-c4ccc(F)cc4)nc2C3)cn1	?
O=c1n(Cc2ccccc2)nc2n1-c1ccccc1OC2	62%[activator]
COc1cc(C2CC(=O)Nc3c2c(C)nn3-c2nncc(-c3ccccc3)n2)cc(OC)c1OC (stereo not given)	-1%
CN1CCCN(C(=O)c2ccccc2C(F)(F)F)c2ccccc21	i
CCOc1ccc(CCCNC(=O)c2c(C)cc(C)n(C)c2=O)cc1OCC	9%

New compounds follow:
SMILES	Pf Dd2 inh
Cc1cccc(C(=O)NCC(c2cccs2)S(=O)(=O)c2cccs2)c1 (stereo not given)	i
Cc1c(C(=O)NCc2ccc(F)cc2)sc2nc(-c3ccc(F)cc3)cn12	?
Cc1cn2nc(C(=O)NCc3ccc(F)cc3F)cc2c(N2CCSCC2)n1	i
COc1ccccc1CCC(=O)N(C)C1CCc2nn(C)c(=O)n2CC1 (stereo not given)	29%
O=C(NCc1ccccc1)C1CCN(C(=O)c2ncn3c2COC(c2ccc(Cl)cc2)C3)CC1 (stereo not given)	-1%
CN1CCNc2nc(COc3ccc(F)cc3)n(Cc3ccccc3)c2C1=O	-19%[44.1 µM]
COc1ccc(N2CCN(c3ncnc4onc(-c5ccc(F)cc5)c34)CC2)cc1	?
CC(C)CCn1c(=O)c2cccnc2n(CC(=O)Nc2ccc(F)cc2)c1=O	?
COc1ccc(N(C(=O)c2ccccc2C)S(=O)(=O)c2ccc(Cl)cc2)cc1	0%
CCOc1ccccc1CNS(=O)(=O)c1cnc(N)nc1	3%
O=c1c2ccccc2n(Cc2cccc(Cl)c2)c(=O)n1Cc1ccccc1	i
CC(C)NC(=O)C1CCN(C(=O)c2ncn3c2COC(c2ccccc2)C3)CC1 (stereo not given)	-10%
O=C(c1ccnc(-c2ccncc2)c1)N1CCCC1	-7%
O=C(Cn1nc2c(cc1=O)CCCC2)NCc1ccccc1	12%
CCCN(CCC)C(=O)C1CCN(c2cc(C)nc3c(-c4ccc(Cl)cc4)c(C)nn23)CC1	9%
CCCCCNC(=O)c1ccc(CN2C(=O)NC3(CCS(=O)(=O)CC3)C2=O)cc1	i
CCc1ccc(NC(=O)N2CCC(N3CCN(Cc4ccc(C)cc4)C(=O)C3=O)CC2)cc1	?
CCOc1ccccc1C(=O)N(Cc1ccco1)Cc1ccccc1F	-6%
CC(C)CN1CCNC(=O)C1CC(=O)O (stereo not given)	1%
Cc1ccc(N2CCN(C(=O)c3cnn(-c4ccc(C)c(C)c4)c3C3CCNCC3)CC2)c(C)c1	5.6µM*
CC(C)CN1C(=O)c2cccn2CC1C(=O)NCCCN1CCc2ccccc2C1 (stereo not given)	?
CCOc1cc(=O)n2c(c1C(=O)Nc1cc(Cl)ccc1OC)CCCC2	?
O=C(NCC1CC1)c1cn(C2CN(C(=O)NCCc3ccccc3)C2)nn1	29%
Cc1cc(C[C@@H]2COC[C@@H]2NC(=O)Cc2c(C)[nH]c3ccccc23)on1	2%
COCCNC(=O)[C@H]1C[C@H](Oc2ccccc2)CN1Cc1ccc2[nH]ccc2c1	-23%
CCOC(=O)c1cnc(NCc2ccccc2OC)c2ccccc12	?
CC(=O)N1Cc2ccccc2CC2(CCN(CC3CCCCC3)CC2)C1	?
CN(Cc1ccc(F)cc1)C(=O)NC1CCCC1	16%[44.1 µM]
Cc1ccc(C(=O)c2c(N)c(C(=O)Nc3cccc(C(F)(F)F)c3)c3ccccn23)cc1	14%
COCCn1ncc(N2CCC(NC(=O)c3ccccc3OC)CC2)cc1=O	-11%
COc1ccccc1CC(=O)N1CCCc2ncc(C(=O)N3CCN(CCO)CC3)cc21	17%[44.1 µM]
O=C(Cc1ccc(-c2ccccc2)cc1)N1CC(COc2ccccc2)C2(C1)CN(C(=O)c1cn[nH]c1)C2 (stereo not given)	?
CNC(=O)[C@@H]1CN(Cc2ccccc2C(F)(F)F)C[C@H]1CO	i
CCn1cc(S(=O)(=O)N2CCC(Oc3ccc(-c4noc(COC)n4)cc3)C2)cn1 (stereo not given)	64%[activator][5.79 µM]
COC(=O)CSc1nc2c(cnn2-c2ccc(F)cc2)c(=O)[nH]1	46%[activator]
O=C(COc1ccc(F)c(Cl)c1)N[C@H]1C[C@@H]2OCC[C@H]12	-13%
CCn1cc(CN2CCC(N3C(=O)C4(CCCCC4)C3c3ccncc3)CC2)cn1 (stereo not given)	-4%
Cc1cccc(C)c1NC(=O)Cn1nc2n(c1=O)CCCC2	46%[activator]
O=S(=O)(c1ccccc1)c1nc(-c2cccs2)oc1N1CCCCC1	14%
COc1cc(NC(=O)CCc2c(C)n(C)c3cc(-c4ccccc4C)nn3c2=O)cc(OC)c1OC	i
CCOc1ccc(-n2nc3ccc(NC(=O)c4ccc(-c5cccc(Cl)c5)o4)cc3n2)cc1	2.8µM*
COc1cc(C(=O)NCc2c[nH]c3ncccc23)nc2ccccc12	25%
CCOc1ccc(C(=O)c2cn(CC(=O)Nc3cc(OC)ccc3OC)c3cc(OC)c(OC)cc3c2=O)cc1	i
CCn1c(C(=O)NCc2cc(Br)ccc2OC)cc2oc3ccccc3c21	-5%
CCOc1c(Cl)cc(C(=O)N(Cc2ccc(N(C)C)cc2)Cc2ccco2)cc1Cl	-20%
CCC(=O)N1CCC2(CC1)CC(N(CC)CC)CCO2 (stereo not given)	65%[activator]
CCC(=O)Nc1cc2c(cc1OC)C(c1ncnn1CC)CC(=O)N2 (stereo not given)	-18%
COc1ccccc1CNS(=O)(=O)c1ccc(-c2cnc(C3CC3)o2)cc1	34%[activator]
O=C(COc1ccc(F)cc1)Nc1ccc(S(=O)(=O)N(Cc2ccccc2)c2ccccc2)cc1	i
CC(=O)Nc1ccc(C(=O)N2CCC3(CC2)N=C(c2ccccc2)NO3)cc1	3%
COCCCNC(=O)N1CCC2(CC1)CN(Cc1ccc(OC)cc1)C2=O	3%
COCCC(=O)N1CCC2(CCCCO2)CC1	3%
Cc1ccc(-n2c(/C=C\c3ccc(F)c(F)c3)nc3ccccc3c2=O)c(C)c1	16%
COCc1cn([C@H]2CO[C@H]3[C@@H]2OC[C@@H]3NC(=O)Nc2cccc(C#N)c2)nn1	i
Cc1ccc(C(=O)c2oc3ccccc3c2NC(=O)c2cc(=O)c3cc(C)ccc3o2)cc1	62%[activator]
COCCCN1C[C@@H]2CN(c3ncnc4c3CCC4)C[C@]2(C(=O)O)C1	-11%
COc1cccc(C(=O)N2CCCN(c3cc(-c4ccc(Cl)cc4)[nH]n3)CC2)c1OC	-16%
Cc1ccc2c(c1)N(CCCC(=O)NCc1cccc(F)c1)C(=O)CO2	5%
CSc1cccc(NC(=O)Cn2ccn3nc4c(c3c2=O)CCCCC4)c1	5%

Some of the compounds tested; the hit share may differ from the screen's.
